ERAP1 HTS inh: human ERAP1 aminopeptidase inhibitors, primary screen, biochemical, single point, plate reader. inhibition, % at 10.7 µM. recombinant ERAP1, Leu-AMC fluorescence, 60 min. 340,000 tested, 0.15% active. Endoplasmic reticulum aminopeptidase 1 (Homo sapiens), Q9NZ08;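 active = mean replicate inhibition of at least 30%, or all replicates individually reaching that 30% level; inactive = mean below 30% and not every replicate reaching it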;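 note: 0% = neutral control wells and 100% = L-leucinethiol positive control wells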
miR122 inh: miR-122 Renilla sensor signal increase in Huh7, primary screen, miR-122 inhibitor project, cell-based, single point, plate reader; Huh7 miR-122 Renilla luciferase sensor, 48 h; neutral wells = 0, positive control = 100; activation (reporter increase), % at 12.5 µM; 340,000 tested, 0.3% active;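 active = mean replicate activation score at least 90 and every replicate individually at or above 90; inconclusive = only one of the two criteria met; inactive = neither criterion met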;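 note: higher luciferase means less miR-122 activity so hits act as miR-122 inhibitors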
F508del corr: F508del CFTR correction, initial screen, CFBE line, single point; CFBE cells, YFP halide quenching; stimulated with forskolin plus potentiator P3; % fluorescence drop versus neutral controls; activity (quench increase), % at 7.58 µM; 350,000 tested, 0.36% active;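 active = mean added fluorescence quench of at least 8% versus neutral control, with both replicates also reaching 8%; inconclusive = only one of the mean or replicate conditions met; inactive = mean below 8% and not both replicates reaching 8%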;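 note: cells transiently co-express mutant CFTR-F508del with the halide-sensitive YFP; corrector assay measuring rescue of mutant channel to the surface after 24 h compound exposure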
Casp6 inh: human caspase-6 inhibitors, primary screen, biochemical, VEID-R110 fluorescence, single point, set 2; inhibition, % at 12.5 µM; 350,000 tested, 0.53% active; purified caspase-6, Z-VEID-R110 cleavage fluorescence; P55212;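 active = mean inhibition across replicates at least about 35%, with every replicate also reaching that limit, limit read from the data; inconclusive = only one of the two criteria met; inactive = neither criterion met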;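 note: 0% = median of neutral control wells and 100% = no fluorescence left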
Target sequence (P55212 24-179 limits assumed): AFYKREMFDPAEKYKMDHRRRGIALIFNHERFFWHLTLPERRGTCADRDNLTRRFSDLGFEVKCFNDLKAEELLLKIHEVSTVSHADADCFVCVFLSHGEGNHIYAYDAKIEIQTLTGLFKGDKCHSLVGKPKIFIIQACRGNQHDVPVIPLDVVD
Target sequence (P55212 194-293 limits assumed): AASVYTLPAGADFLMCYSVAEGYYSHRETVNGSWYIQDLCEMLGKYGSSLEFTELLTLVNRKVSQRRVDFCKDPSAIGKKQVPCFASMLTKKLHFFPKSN
SIRT5 block: SIRT5 desuccinylase inhibitors, primary screen, biochemical, fluorescence imaging, single point, set 5; NAD-dependent protein deacylase sirtuin-5, mitochondrial (Homo sapiens), Q9NXA8; Purified SirT5, succinyl-peptide AMC, trypsin-coupled fluorescence; inhibition, % at 15 µM; 330,000 tested, 1.1% active; AID 652115, 2013; in the data active = inhibition above about 15%; inconclusive = no clear call, values can overlap the other calls
Target sequence (Q9NXA8 whole entry, looked up): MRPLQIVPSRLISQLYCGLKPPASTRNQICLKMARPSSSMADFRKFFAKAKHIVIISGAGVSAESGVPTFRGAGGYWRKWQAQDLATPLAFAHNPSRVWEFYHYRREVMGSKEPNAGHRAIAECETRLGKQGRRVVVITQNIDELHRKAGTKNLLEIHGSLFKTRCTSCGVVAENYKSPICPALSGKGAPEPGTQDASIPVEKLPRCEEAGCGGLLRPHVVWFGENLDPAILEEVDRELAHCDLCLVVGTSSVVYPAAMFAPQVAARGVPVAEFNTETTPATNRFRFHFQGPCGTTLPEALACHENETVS
ERp5 inh: inhibitors of ERp5-driven insulin aggregation, primary screen, biochemical, turbidity, absorbance 650 nm, single point; AID 651711, 2012; 90 min; 350,000 tested, 0.05% active; Protein disulfide-isomerase A6 (Homo sapiens), Q15084; inhibition, % at 9.99 µM;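 active = mean replicate inhibition above about 25%, with every replicate also reaching it, limit read from the data, passing the limit was not always enough; inconclusive = only one of those two criteria met; inactive = neither criterion met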
Target sequence (Q15084 whole entry, looked up): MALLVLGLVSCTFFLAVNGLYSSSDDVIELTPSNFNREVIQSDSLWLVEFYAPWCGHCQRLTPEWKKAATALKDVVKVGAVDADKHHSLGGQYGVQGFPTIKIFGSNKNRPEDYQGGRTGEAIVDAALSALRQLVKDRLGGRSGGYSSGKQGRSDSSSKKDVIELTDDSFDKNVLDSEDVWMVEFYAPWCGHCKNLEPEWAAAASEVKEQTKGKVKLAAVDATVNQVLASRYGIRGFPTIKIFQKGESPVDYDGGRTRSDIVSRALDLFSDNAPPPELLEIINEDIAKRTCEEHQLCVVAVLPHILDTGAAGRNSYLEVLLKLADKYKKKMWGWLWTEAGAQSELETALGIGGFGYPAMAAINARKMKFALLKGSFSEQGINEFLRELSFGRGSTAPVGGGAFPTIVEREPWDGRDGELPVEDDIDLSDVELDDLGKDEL
DENV2 CPE rescue: inhibitors of DENV2 cytopathic effect, primary screen, cell-based, plate reader, single concentration. DENV2-infected cells, cytopathic effect rescue. CPE inhibition, % at 9.99 µM. 350,000 tested, 1.7% active; in the data active = CPE inhibition above about 20%, passing the limit was not always enough; inconclusive = no clear call, values can overlap the other calls; tested in BHK-21 cells;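 note: 0% = median of neutral control wells and 100% = median of positive control wells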
Starred values were filed as active, the others as inactive; ? = inconclusive; . = not tested or not shown; [ ] = remark or other dose.

SMILES	ERAP1 HTS inh	miR122 inh	F508del corr	Casp6 inh	SIRT5 block	ERp5 inh	DENV2 CPE rescue
COC(=O)c1sccc1N(C)S(C)(=O)=O	10	1	0.4	0	-1	5	-2
COCC#Cc1ccc([C@@H]2[C@@H](CO)N3C(=O)CN(C(=O)Nc4ccc(F)cc4)C[C@@H]23)cc1	-2	.	-0.6	-1	0	-1	4
COc1ccc(S(=O)(=O)N(C)C[C@H]2Oc3c(NS(C)(=O)=O)cccc3C(=O)N([C@@H](C)CO)C[C@H]2C)cc1	3	-4[16.7 µM]	-1.6	5	4	-4	-5
O=C(C1CCCC1)N1CC[C@@H]2[C@H](CO)Nc3ccc(-c4cccc(F)c4)cc3[C@@H]21	1	.	3.1	-1	-3	19	-6
O=c1cc(CSc2nnc(NC3CCCCC3)s2)nc2sccn12	-1	4	0.1	6	3	-2	-4
CCCC#Cc1cnc2c(c1)C(=O)N([C@H](C)CO)C[C@H](C)[C@@H](CN(C)Cc1ccncc1)O2	-3	9[16.7 µM]	.	-2	-1	-1	0
Cc1c(C(=O)NNC(=O)c2csc(N3CCOCC3)n2)oc2ccc(Br)cc12	-3	0	-0.5	9	-4	3	-9
Cn1c(N)c(C(=O)COC(=O)c2cnc(Cl)c(Cl)c2)c(=O)n(C)c1=O	-3	.	0.9	4	-4	-4	2
CC(=O)Nc1cccc(-c2ccnc3c2CC(C)(C(=O)Nc2ccc(Cl)cc2)O3)c1 (stereo not given)	3	26	7.7	0	-3	-5	-4
C=CCn1c(SCC(=O)Nc2ccc(F)cc2F)nnc1-c1cnccn1	-1	-2	-1.8	0	-2	5	3
C/C(=N/NC(=O)C(O)(c1ccccc1)c1ccccc1)c1ccc([N+](=O)[O-])o1	0	.	-1.0	-1	.	1	-9
C[C@@H]1CCCCO[C@@H](CN(C)Cc2ccncc2)[C@@H](C)CN([C@H](C)CO)C(=O)c2cc(NS(=O)(=O)c3ccc(Cl)cc3)ccc2O1	-1	4[16.7 µM]	-1.2	0	1	1	5
COc1cc(NC(=S)NCCc2ccccc2)c(OC)cc1NC(=O)CC(C)C	-3	.	-0.8	0	-4	5	15
CCOc1ccc(NC(=O)CN(C)C(=O)Cc2ccc3c(c2)OCCO3)cc1OCC	-7	1	-2.6	-148	.	5	?
O=[N+]([O-])c1ccc(/C=C/c2ccc3cccc([N+](=O)[O-])c3n2)cc1	-3	.	.	2	1	-2	?

Compounds from the list above with a furan ring, fused or not, in the order listed:
SMILES	ERAP1 HTS inh	miR122 inh	F508del corr	Casp6 inh	SIRT5 block	ERp5 inh	DENV2 CPE rescue
Cc1c(C(=O)NNC(=O)c2csc(N3CCOCC3)n2)oc2ccc(Br)cc12	-3	0	-0.5	9	-4	3	-9
C/C(=N/NC(=O)C(O)(c1ccccc1)c1ccccc1)c1ccc([N+](=O)[O-])o1	0	.	-1.0	-1	.	1	-9

Additional entries follow:
SMILES	ERAP1 HTS inh	miR122 inh	F508del corr	Casp6 inh	SIRT5 block	ERp5 inh	DENV2 CPE rescue
Cc1noc(C)c1NC(=O)N[C@@H]1C=C[C@H](CC(=O)NCCCN(C)C)O[C@@H]1CO	1	.	-2.2	2	5	4	0
O=C(CN1C(=O)COc2ccc(S(=O)(=O)N3CCCCC3)cc21)NCc1ccc(F)cc1	-1	.	-0.2	1	3	-1	3
CCOc1ccc(NCc2cccn2-c2nnc(N3CCC(C(=O)NCCCN4CCCCC4)CC3)s2)cc1	0	-3	3.2	-116	-4	-6	8
Cn1nc(-c2ccc(Cl)cc2)c2cc(C(=O)N3CCOCC3)sc21	.	6	-3.1	4	.	5	6
O=C(Cn1nnc(-c2ccc3c(c2)OCO3)n1)Nc1ccccc1C(=O)O	14	3	3.4	4	3	-3	-9
Cc1ccnc(NC(=O)CCC(=O)c2cccs2)c1	-5	.	-1.2	-2	2	5	-11
Nc1c(Cl)c(Cl)nc(C(=O)OCC(=O)N2CCCC2=O)c1Cl	0	2	-1.5	13	2	2	?
Cc1noc(C)c1COC(=O)c1ccc2c(c1)OCCO2	6	-1	.	-2	-2	-1	.
O=C(CNC(=O)c1ccc(Cl)cc1)OCCN1C(=O)c2ccccc2C1=O	0	1	-0.4	-4	-5	-2	-2
COc1cc(C(=O)OCC(=O)Nc2ccc(OC(F)F)cc2)cc(OC)c1OC	-3	.	3.9	2	-2	3	1
O=C(Nc1ccccc1)[C@@H]1CC=C[C@@H]2CCN(Cc3ccc(Cl)c(Cl)c3)C(=O)[C@@H]21	-3	3	1.4	2	-4	-2	-17
Cc1ccc(NC(=S)NC(=O)C2CCCC2)c(Br)c1	-2	1	2.8	-2	4	-8	-7
CCCCn1cnc2c(c(CC#N)nn2-c2ccccc2)c1=N	4	-4	9.4*	-2	1	8	3
CSc1nc(O)c(C(c2ccc(C)cc2)c2c(O)nc(SC)[nH]c2=O)c(=O)[nH]1	1	.	1.4	-1	-3	2	-1
CC(=O)c1cccc(NC(=O)C(C)OC(=O)c2ccc3ncsc3c2)c1 (stereo not given)	1	-1	-3.8	8	-5	-16	-7

Grouped by structure, those above with a nitro group on carbon.
SMILES	ERAP1 HTS inh	miR122 inh	F508del corr	Casp6 inh	SIRT5 block	ERp5 inh	DENV2 CPE rescue
C/C(=N/NC(=O)C(O)(c1ccccc1)c1ccccc1)c1ccc([N+](=O)[O-])o1	0	.	-1.0	-1	.	1	-9
O=[N+]([O-])c1ccc(/C=C/c2ccc3cccc([N+](=O)[O-])c3n2)cc1	-3	.	.	2	1	-2	?

New compounds follow:
SMILES	ERAP1 HTS inh	miR122 inh	F508del corr	Casp6 inh	SIRT5 block	ERp5 inh	DENV2 CPE rescue
C[C@@H]1CN([C@H](C)CO)S(=O)(=O)c2ccc(Br)cc2O[C@@H]1CN(C)C(=O)CN(C)C	1	-4[16.7 µM]	-1.0	-1	4	0	-5
C[C@H](CO)N1C[C@H](C)[C@H](CN(C)C(=O)Nc2ccccc2)Oc2ncc(/C=C/c3ccccc3)cc2C1=O	-3	11[16.7 µM]	-1.0	1	1	0	-8
COc1ccccc1Nc1nnc(SCC(=O)Nc2nc(-c3ccc(F)cc3)cs2)s1	0	.	-2.0	-3	-4	4	-2
CC1CCCCC1NC(=O)COC(=O)CCC(=O)c1cccs1 (stereo not given)	-2	.	-1.4	3	1	-6	20
CCC(C)NC(=O)c1ccc(Cl)c(S(=O)(=O)Nc2ccccc2N2CCOCC2)c1 (stereo not given)	0	16	3.2	-2	-1	-4	4
COc1ccc2oc(C(=O)N(C)Cc3ccc4c(c3)OCCO4)c(C)c2c1	-3	.	-3.5	-118	1	-3	?
N#C[C@@H]1[C@@H](c2ccccc2-c2ccccc2F)[C@H](CO)N1C(=O)C1CCOCC1	0	.	-1.6	-2	0	4	-2
CCC(=O)N(C)C[C@@H]1[C@@H](c2ccc(C3=CCCCC3)cc2)[C@H](CO)N1C(C)=O	.	0[16.7 µM]	-2.0	.	-1	-4	12
O=C(O)c1cc2ncc(CCO)cn2n1	-3	5	1.3	5	0	0	2
COCCCN1C(=O)CC(C(=O)OC)=C1C	4	-3	-1.0	9	0	-1	0
C[C@@H]1CCCCO[C@@H](CN(C)C(=O)C2CCCCC2)[C@@H](C)CN([C@@H](C)CO)C(=O)c2cc(NC(=O)CCC(F)(F)F)ccc2O1	0	5[16.7 µM]	-0.6	-2	3	-10	0
C=CCn1c(NC(=O)c2ccc(Br)o2)c(C(=O)OCC)sc1=S	0	9	-0.1	9	3	4	4
CCC(C)C(NS(=O)(=O)c1ccc(C)cc1)C(=O)Oc1ccc2c3c(c(=O)oc2c1)CCC3 (stereo not given)	-2	-3	.	0	-6	2	-8
CCOC(=O)C1CCCN(C(=O)c2ccc(F)c(Cl)c2)CC1 (stereo not given)	0	-7	2.4	0	.	-5	-3
CCNC(=O)N(C)c1c(CC)nc2ccc(C(=O)N3CCN(S(=O)(=O)CC)CC3)cn12	11	-3	-2.3	-8	.	-5	3
Cc1ccc(S(=O)(=O)NC(=S)c2ccccc2)cc1	-5	-3	2.6	5	-2	0	1
O=C(COC(=O)CCSc1ccc(Cl)cc1)NCc1ccccc1	4	.	-1.4	2	-1	-2	-5
COc1ccccc1NC(=O)CC1SC(=N)N(c2ccccc2)C1=O (stereo not given)	-11	.	-3.6	2	-3	-2	-6
Cc1cc(C)c(S(=O)(=O)N2CCCCC2CCNC(=O)C(=O)NCCN2CCOCC2)c(C)c1 (stereo not given)	-1	-2	-0.5	-2	-4	-1	-8
C[C@@H]1CN([C@H](C)CO)C(=O)c2cc(NC(=O)Cc3ccccc3)ccc2O[C@H]1CN(C)C(=O)Nc1ccc(F)cc1	-1	7[16.7 µM]	0.8	-2	2	-2	5
O=C(CC1CC1)N1CC[C@H]2[C@H](CO)Nc3ccc(-c4cccc(F)c4)cc3[C@H]21	3	-3[16.7 µM]	4.9	3	-2	3	8
O=C(Cc1ccc2c(c1)OCCO2)Nc1ccc(Cl)c(S(=O)(=O)N2CCOCC2)c1	1	5	1.4	2	0	5	-6
CCCC(=O)N1CCC1(C)C(=O)Nc1ccccc1C(C)(C)C (stereo not given)	-4	0	1.8	2	.	3	-2
CCCC12CN3CC(C)(CN(C1)C3c1cccs1)C2=O (stereo not given)	1	-1	-8.0	1	-3	2	5
O=C(OCC(=O)N1CCc2ccccc21)[C@@H]1CC(O)CN1S(=O)(=O)c1ccc(Cl)cc1 (stereo not given in full)	0	-9	5.6	0	0	2	5
O=C(C[C@@H]1CC[C@H]2[C@@H](COC[C@H](O)CN2C(=O)c2ccncc2)O1)NC1CCC1	1	0[16.7 µM]	-1.9	5	9	-3	-4
Cc1[nH]n(-c2ccccc2)c(=O)c1N=Nc1ccc(F)cc1	-1	21	6.4	-3	-3	0	4

3 of the compounds above, with each value named.
> O=C(Cc1ccc2c(c1)OCCO2)Nc1ccc(Cl)c(S(=O)(=O)N2CCOCC2)c1
  ERAP1 HTS inh: 1	miR122 inh: 5	F508del corr: 1.4	Casp6 inh: 2	SIRT5 block: 0	ERp5 inh: 5	DENV2 CPE rescue: -6
> O=C(CC1CC1)N1CC[C@H]2[C@H](CO)Nc3ccc(-c4cccc(F)c4)cc3[C@H]21
  ERAP1 HTS inh: 3	miR122 inh: -3[16.7 µM]	F508del corr: 4.9	Casp6 inh: 3	SIRT5 block: -2	ERp5 inh: 3	DENV2 CPE rescue: 8
> O=C(C[C@@H]1CC[C@H]2[C@@H](COC[C@H](O)CN2C(=O)c2ccncc2)O1)NC1CCC1
  ERAP1 HTS inh: 1	miR122 inh: 0[16.7 µM]	F508del corr: -1.9	Casp6 inh: 5	SIRT5 block: 9	ERp5 inh: -3	DENV2 CPE rescue: -4

Single records (already shown).
Cc1cc(C)c(S(=O)(=O)N2CCCCC2CCNC(=O)C(=O)NCCN2CCOCC2)c(C)c1 (stereo not given) is entered as ERAP1 HTS inh = -1; miR122 inh = -2; F508del corr = -0.5; Casp6 inh = -2; SIRT5 block = -4; ERp5 inh = -1; DENV2 CPE rescue = -8
O=C(COC(=O)CCSc1ccc(Cl)cc1)NCc1ccccc1 is entered as ERAP1 HTS inh = 4; miR122 inh = .; F508del corr = -1.4; Casp6 inh = 2; SIRT5 block = -1; ERp5 inh = -2; DENV2 CPE rescue = -5

Bioassay records as filed in PubChem.
